AMA1 RON2 block = disrupts binding of P. falciparum AMA1 to RON2. AlphaScreen AMA1-biotinylated RON2 peptide binding. AID 720542. Potency, µM (series often up to 58.2 µM), for inactives: at the top dose activity change, negative = inhibition, most hits filed as inhibitors. 0.2% of 360,000 active;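 further: potency means the concentration at half of the fitted maximal effect; 0% = vehicle wells and -100% = peptide control; nearly all actives have a fitted effect of over 45% in size; some results filed as inactive show a strong effect at the top dose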
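AMA1 (3D7) with his tag at 25 nM final met compounds first, then biotinylated RON2 peptide at 25 nM; detection used donor plus acceptor beads, 10 µg/mL apiece, read by AlphaScreen after 30 min at room temperature.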
LmPK inhibitor = blocks Leishmania mexicana pyruvate kinase activity | Q27686 | purified LmPK, Kinase-Glo ATP luminescence, 1 h | Potency, µM (highest dose often 57.5 µM), without a hit: at the top dose activity change, negative = inhibition, hits mostly inhibitors | 0.37% of 290,000 active; further: potency means the concentration at half of the fitted maximal effect
Target sequence (Q27686 whole entry, looked up): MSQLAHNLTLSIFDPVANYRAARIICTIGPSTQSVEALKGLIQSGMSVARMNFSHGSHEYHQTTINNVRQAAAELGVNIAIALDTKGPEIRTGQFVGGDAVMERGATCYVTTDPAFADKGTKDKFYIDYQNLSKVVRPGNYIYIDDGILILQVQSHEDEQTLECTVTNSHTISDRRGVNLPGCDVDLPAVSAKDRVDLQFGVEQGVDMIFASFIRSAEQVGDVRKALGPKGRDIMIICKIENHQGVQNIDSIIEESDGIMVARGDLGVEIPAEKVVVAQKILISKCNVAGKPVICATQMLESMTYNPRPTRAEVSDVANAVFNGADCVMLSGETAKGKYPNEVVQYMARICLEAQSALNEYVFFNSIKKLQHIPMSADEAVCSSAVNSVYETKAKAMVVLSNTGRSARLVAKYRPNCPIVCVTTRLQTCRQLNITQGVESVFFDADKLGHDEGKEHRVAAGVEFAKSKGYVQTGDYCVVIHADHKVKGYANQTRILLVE
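Purified LmPK (0.1 nM) converted ADP (0.1 mM) to ATP with PEP (0.5 mM) in imidazole buffer pH 7.2 with KCl and MgCl2, 1 h at room temperature. ATP was read by Kinase-Glo luminescence; data normalized to uninhibited and no-enzyme controls.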
HCMV inh = inhibitors of human cytomegalovirus; 4.5% of 410,000 active; HFF cells, HCMV-luciferase reporter, 72 h; stronger effect = lower value; activity change, negative = inhibition, % at 57.5 µM; AID 1259415; in the data active means activity change below about -60%; inconclusive means no clear call, values can overlap the other calls; inactive means above about -39%
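Luciferase read-out from HCMV-luciferase-infected HFFs (MOI 1 PFU/cell) 72 h post infection at 37C; compounds added after 16 h cell attachment; activity normalized between buffer-only basal and Salinomycin (10uM) inhibitor controls.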
AmpC detergent = AmpC beta-lactamase inhibition with detergent present | 0.041% of 370,000 active | Potency, µM (highest dose often 114 µM), without a hit: at the highest dose activity change, negative = inhibition, actives largely listed as inhibitors | P00811 | AmpC hydrolysis of nitrocefin, absorbance 480 nm, 0.01% Triton;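 further: potency means the concentration at half of the fitted maximal effect; 0% = no-compound wells and -100% = no-enzyme wells; nearly all actives have a fitted effect of over 25% in size; some results filed as inactive show a strong effect at the top dose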
Target sequence (P00811 whole entry, looked up): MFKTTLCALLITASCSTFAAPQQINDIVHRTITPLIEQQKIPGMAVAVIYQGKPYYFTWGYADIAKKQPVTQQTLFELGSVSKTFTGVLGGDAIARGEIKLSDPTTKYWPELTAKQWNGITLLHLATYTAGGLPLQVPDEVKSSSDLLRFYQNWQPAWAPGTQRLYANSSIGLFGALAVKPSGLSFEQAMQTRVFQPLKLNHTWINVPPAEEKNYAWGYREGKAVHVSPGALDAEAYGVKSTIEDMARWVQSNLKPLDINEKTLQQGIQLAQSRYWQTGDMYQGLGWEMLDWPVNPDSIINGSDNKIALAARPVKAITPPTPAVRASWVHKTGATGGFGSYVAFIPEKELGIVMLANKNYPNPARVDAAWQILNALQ
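AmpC (5.3 nM in the dispensed reagent) in 20 mM phosphate pH 7.0 with 0.01% (detergent screen) or 0.0001% Triton X-100 was preincubated with compounds for 15 min at room temperature. Nitrocefin was then added from an 800 uM solution, and hydrolysis was followed at 480 nm.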
HCV inhibitor = inhibitors of hepatitis C virus infection; Huh7.5.1 HCVcc-Cre infection, luciferase reporter, 44 h; Potency, µM (highest dose often 41.8 µM), without a hit: at the top dose activity change, negative = inhibition, most hits filed as inhibitors; 3.4% of 340,000 active; AID 651820; further: potency means the concentration at half of the fitted maximal effect
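Cells seeded at 1,000/well and cultured 4 h, then compounds added followed by HCVcc-Cre virus (~0.5 moi). After 44 h further culture, luciferase substrate was added, plates held 15 min at room temperature, and luminescence read for 15 sec.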
TbPYK inhibitor = T. brucei pyruvate kinase inhibition. Q57TT1. 0.12% of 410,000 active. TbPYK enzyme, Kinase-Glo Plus ATP luminescence, 45 min. Potency, µM (top dose mostly 76.8 µM), for inactives: top-dose activity, negative = inhibition, actives largely listed as inhibitors; further: potency means the concentration at half of the fitted maximal effect; nearly all actives have a fitted effect of over 50% in size
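T. brucei PYK with substrate was exposed to pin-transferred compounds across a concentration series, then started with 130 uM ADP (final). After 45 min at room temperature, Kinase-Glo Plus luminescence was read, normalized and curve-fitted.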
AmpC inh no detg = inhibitors of E. coli AmpC beta-lactamase without detergent | P00811 | AID 485341 | Potency, µM (titrated, usually from 57.1 µM), without a hit: top-dose activity change, negative = inhibition, usual class: inhibitors | 0.52% of 330,000 active | AmpC nitrocefin hydrolysis, absorbance 480 nm, 0.0001% Triton;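 further: potency means the concentration at half of the fitted maximal effect; plate controls were no compound for no effect and no enzyme for full effect; nearly all actives have a fitted effect of over 20% in size; some results filed as inactive show a strong effect at the top dose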
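AmpC (5.3 nM in the dispensed reagent) in 20 mM phosphate pH 7.0 with 0.01% (detergent screen) or 0.0001% Triton X-100 was preincubated with compounds for 15 min at room temperature. Nitrocefin was then added from an 800 uM solution, and hydrolysis was followed at 480 nm.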
Active calls of the source: *; ? = inconclusive; . = not tested or not shown; & = joins results of further samples; [ ] = dose if it differs, or a comment. Unless noted, the call rests on the fitted dose curve; in most records, active means well fitted curve in the direction sought with a large enough effect; inconclusive means small, poorly fitted or top-dose-only effect, or another doubt; inactive means no such curve, though single readings can be large; an effect the other way counts as inactive or inconclusive. Unless noted, on the % scale 0 is the no-effect control and ±100 the full control effect.

SMILES	AMA1 RON2 block	LmPK inhibitor	HCMV inh	AmpC detergent	HCV inhibitor	TbPYK inhibitor	AmpC inh no detg
Cc1ccc2cccc(NC(=O)C(C)Oc3ccc(C)c(C)c3)c2n1 (configuration not stated)	.	.	-4	1%	.	-2%	.
Cn1c(SCC(=O)NCCN2C(=O)CSC2=O)nc2ccccc2c1=O	-7%	3%	-7	-12%	-1%	1%	-3%
Cc1ccc(CN(Cc2cc3cc4c(cc3[nH]c2=O)OCCO4)Cc2nnnn2Cc2ccco2)cc1	-8%	10%	-34	5%	?	-11%	-16%
CCCOc1ncnc2c1sc1nc3c(cc12)COC(C)(C)C3	10%	1%	1	-3%	-4%	7%	-13%
CCc1ccc(C(=O)COC(=O)c2cc([N+](=O)[O-])ccc2N2CCOCC2)cc1	-14%	.	-35	-17%	1µM*	5%	0%
COc1cc(-c2cc(C(=O)Nc3cccc(C(C)=O)c3)c3ccccc3n2)cc(OC)c1OC	0%	-3%	34	-4%	?	-4%	131%[activator]
NS(=O)(=O)c1ccc(Nc2ccc3nonc3c2[N+](=O)[O-])cc1	-4%	6%	7	5%	1%	-1%	-12%
Cc1cccc(NC(=O)NC(C)C(c2cccs2)N2CCOCC2)c1 (configuration not stated)	-4%	2%	-67*	?	6%	-2%	-10%
COc1ccc(CN2C(=O)C(CC(=O)NC3CCCCC3)CC(C(=O)N(C(C)C)C(C)C)=C2C)cc1 (configuration not stated)	19%	.	-11	.	.	-13%	.
O=C(C(Cc1ccccc1)N1C(=O)C2C3C=CC(C3)C2C1=O)N1CCCCC1 (configuration not stated)	3%	8%	0	?	1%	-11%	15%
CC(C(=O)NC1CCCCC1)N1CCN(C)CC1 (configuration not stated)	?	-8%	-5	-13%	17%	1%	0%
O=C1CCC/C(=N/NC(=O)C2CCN(S(=O)(=O)c3cccs3)CC2)C1	-9%	-1%	-26	0%	12%	-5%	-15%
COc1ccc(NC(=O)CCCCCn2nnc3ccccc3c2=O)cc1OC	-3%	0%	-4	-3%	-9%	0%	35%[activator]
COc1ccccc1NC(=O)CSc1ccc(-c2ccc(-n3ccnc3)cc2)nn1	4%	.	-22	-2%	?	4%	-18%
NC(Cc1ccc(Cl)cc1)c1csc(Nc2ccc(C(=O)NCCCO)cn2)n1 (configuration not stated)	38%[activator]	.	-4	.	.	8%	.

5 entries drawn at random from the list so far:
SMILES	AMA1 RON2 block	LmPK inhibitor	HCMV inh	AmpC detergent	HCV inhibitor	TbPYK inhibitor	AmpC inh no detg
CC(C(=O)NC1CCCCC1)N1CCN(C)CC1 (configuration not stated)	?	-8%	-5	-13%	17%	1%	0%
CCc1ccc(C(=O)COC(=O)c2cc([N+](=O)[O-])ccc2N2CCOCC2)cc1	-14%	.	-35	-17%	1µM*	5%	0%
Cc1ccc2cccc(NC(=O)C(C)Oc3ccc(C)c(C)c3)c2n1 (configuration not stated)	.	.	-4	1%	.	-2%	.
O=C(C(Cc1ccccc1)N1C(=O)C2C3C=CC(C3)C2C1=O)N1CCCCC1 (configuration not stated)	3%	8%	0	?	1%	-11%	15%
Cc1cccc(NC(=O)NC(C)C(c2cccs2)N2CCOCC2)c1 (configuration not stated)	-4%	2%	-67*	?	6%	-2%	-10%

Next structures:
SMILES	AMA1 RON2 block	LmPK inhibitor	HCMV inh	AmpC detergent	HCV inhibitor	TbPYK inhibitor	AmpC inh no detg
Cc1ccc(S(=O)(=O)N2CCN(C(=O)COc3ccc(NC(=O)c4ccco4)cc3)CC2)cc1	15%	1%	-21	4%	-14%	-12%	-7%
CCOC(=O)c1nc(-c2ccccc2)oc1N(C)C	0%	-11%	0	-7%	-18%	-8%	-14%
CCN(CC)CCC#CC(O)(c1ccccc1)c1ccccc1	4%	-1%	-1	-8%	0%	0%	-11%
CCOc1ccc(N2CC(C(=O)Nc3ccc(N4CCOCC4)cc3)CC2=O)cc1 (configuration not stated)	0%	3%	10	6%	17%	3%	-5%
CC(=O)c1ccc(NC(=O)c2onc(C)c2Cl)cc1	6%	-3%	82	-2%	-5%	3%	-8%
CC(c1ccon1)N(C)Cc1cn[nH]c1-c1ccc(F)cc1F (configuration not stated)	-1%	0%	-5	-8%	8%	-2%	-1%
COc1ccc(-c2[nH]ncc2CN(C)C(C)c2cccs2)c(F)c1 (configuration not stated)	1%	4%	-34	-2%	-11%	-2%	1%
COc1ccc(-c2cc3cc(OC)c(OC)cc3c(C)n2)cc1C	25%	1%	-14	0%	-26%	10%	205%[activator]
Cc1cc(C)nc(OC(C(=O)O)C(OCC(C)C)(c2ccccc2)c2ccccc2)n1 (configuration not stated)	-4%	6%	-11	2%	9%	-1%	-56%
CCN(CC)S(=O)(=O)c1ccc(Cl)c(NC(=O)COC(=O)c2cccn2C)c1	6%	-1%	-38	-10%	5.6µM*	5%	-11%
Cc1cc(C)nc(SCc2cccc(C(=O)O)c2)n1	0%	-9%	-16	?	11%	-4%	-12%
Cc1cc(OCCOCCN2CCCC2)ccc1C(C)C	-7%	-2%	30	?	?	0%	29%
O=C(N/N=C/C=C/c1ccccc1)c1ccncc1	98%[activator]	-1%	-39	-11%	3%	6%	-26%
O=C(COC(=O)/C=C/c1ccccc1)Nc1ccc(Cl)cn1	-12%	.	-10	-7%	28%	0%	-52%
CCOC(=O)C1CCCCN1C(=O)CCc1c(C)nc2cc(-c3ccccc3)nn2c1C (configuration not stated)	-8%	11%	-9	?	-2%	2%	4%

As entered above:
CC(=O)c1ccc(NC(=O)c2onc(C)c2Cl)cc1 in LmPK inhibitor is listed with -3%
CC(c1ccon1)N(C)Cc1cn[nH]c1-c1ccc(F)cc1F (configuration not stated) in TbPYK inhibitor is listed with -2%

The results go on.
SMILES	AMA1 RON2 block	LmPK inhibitor	HCMV inh	AmpC detergent	HCV inhibitor	TbPYK inhibitor	AmpC inh no detg
CCn1c(SCC(=O)Nc2nc(C)cs2)nnc1-c1ccncc1	-3%	-5%	-3	2%	9%	0%	-5%
CC(C)Cc1nn2c(=O)cc(O)nc2s1	-2%	5%	15	-5%	20%	-3%	-15%
CCN(C(=O)CSc1ncn[nH]1)c1c(N)n(Cc2ccccc2)c(=O)[nH]c1=O	-8%	.	-35	-17%	8%	-8%	-15%
CN(C)C1(CNC(=O)Cc2ccccc2F)CCCCC1	6%	1%	?	-6%	6%	-2%	-13%
CCCC(=O)NC1CCCc2c1cnn2-c1ccc(C)c(C)c1 (configuration not stated)	1%	-1%	-24	-16%	-20%	1%	7%
Cc1cc(=O)oc2c(C)c(OCC(=O)NC3CC(C)(C)NC(C)(C)C3)ccc12	0%	7%	91	2%	10%	-1%	-14%
CCN(CCCNC(=O)C1CCC(=O)N1C1CCCC1)c1cccc(C)c1 (configuration not stated)	-9%	-1%	8	-7%	-7%	-5%	102%[activator]
O=[N+]([O-])c1ccc2nc(-c3ccc(OC(F)F)cc3)cn2c1	-1%	-4%	?	9%	-13%	-5%	-22%
CCN(C(=O)CSc1nncs1)c1c(N)n(Cc2ccccc2)c(=O)[nH]c1=O	45%[activator]	7%	17	3%	-3%	-20%	-15%
COCCCNC(=S)Nc1ccc(N2CCCCC2)cc1	0%	0%	26	-4%	-9%	?	-22%
COc1ccc(-c2noc(=O)[nH]2)cc1	-19%	-11%	22	?	39%[activator]	3%	0%
Cc1n[nH]c(=S)n1/N=C/c1ccc(OCc2ccc(Cl)cc2)cc1	70%[activator]	1%	3	-4%	-11%	-19%	-30%
CNC(=O)CSc1nc2cccnc2n1C1CCCCC1	2%	-1%	77	2%	4%	6%	12%
COc1cccc(NC(=O)c2oc3ccccc3c2NC(=O)c2ccccc2C)c1	.	.	-7	6%	.	-3%	.
COc1ccccc1Nc1ncccc1C(=O)O	21%	-6%	90	-8%	21%	4%	-14%
CCc1cccc(N(C(=O)c2csnn2)C(C(=O)NC2CCCC2)c2cccnc2)c1 (configuration not stated)	6%	1%	-19	?	16%	0%	1%
Nc1ccc(S(=O)(=O)N2CCCC2)cc1	3%	5%	43	?	?	3%	-2%
CCOc1ccc(NC(=O)C(C)n2c(=O)cc(-c3ccccc3)c3c(C)nn(C)c32)cc1 (configuration not stated)	.	.	1	20%	.	-5%	.
O=C(O)CSCc1cnn(-c2ccccc2)c1-n1cccc1	28%	11%	13	?	.	-5%	-25%
O=C1C(Cc2ccccc2)Nc2ncnc(N3CCOCC3)c2N1Cc1ccc(Br)cc1 (configuration not stated)	-7%&-3%	.	-11	?	?	2%&7%	39%
CCCc1cc(=O)oc2cc(C)cc(OCC(=O)NC3CC3)c12	-3%	-4%	-22	-10%	-10%	5%	-3%
O=C(c1ccc2c(c1)[nH]c(=S)n1c3ccccc3nc21)N1CCN(c2ncccn2)CC1	3%	4%	-19	-3%	-25%	-5%	-20%
Cc1cc(C)cc(C(=O)N(CCc2ccccc2)C2=CC3CCC(C2)N3C)c1 (configuration not stated)	0%	6%	-33	1%	18%	-13%	42%
COc1ccc2c(CC(=O)OCC(=O)Nc3ccccc3[N+](=O)[O-])coc2c1	?	2%	-17	-1%	24%	0%	-44%
Cc1nn(C)c(NC(=O)c2ccc([N+](=O)[O-])cc2)c1Cl	-10%	-2%	3	0%	22%	3%	-20%
Cn1nnnc1SCC(=O)N1N=C(c2ccc(Cl)cc2)CC1c1ccco1 (configuration not stated)	-7%	.	37	.	11%	3%	54%
COc1ccc(N2C(=O)/C(=C/C=C/c3ccccc3[N+](=O)[O-])C(=O)NC2=S)cc1	49%[activator]	-2%	0	-9%	22%	20µM*	-59%
Cc1cc2c(cc1S(N)(=O)=O)S(=O)(=O)CCC2	-18%	.	-15	-17%	8%	-4%	-3%
CCOC(=O)C1C(=O)CC(C)(O)C(C(=O)OCC)C1/C=C/c1ccccc1 (configuration not stated)	3%	-1%	13	-8%	-11%	3%	0%
CCc1ccc(N/C(SCc2cccc(F)c2)=C(/C#N)C(=O)NCc2ccco2)cc1	-3%	0%	5	0%	18%	-6%	-41%
CC(=O)c1ccc(NC(=O)C(C)Sc2nnc(C3CCCCC3)o2)cc1 (configuration not stated)	.	-2%	17	3%	.	.	27%
Cc1cc(C)c2c(-n3cccc3)c(C(=O)NNS(=O)(=O)c3ccccc3)sc2n1	-12%	3%	42	-13%	8%	-11%	-5%
COC(=O)c1ccc(Cn2nnc3sc4c(c3c2=O)CCC(C)C4)cc1 (configuration not stated)	.	.	59	24%	.	2%	.
CSc1nnc(N2C(=O)C(O)=C(C(=O)c3ccco3)C2c2cccc(Cl)c2)s1 (configuration not stated)	2%	1%	0	0%	5%	1%	-51%

Bioassay records from PubChem BioAssay.
